Source: PubChem BioAssay
Peg3 prom inh = Peg3 promoter activity inhibition. HeLa PEG-Prom luciferase reporter, luminescence, overnight. inhibition, % at 20 µM. 360,000 tested, 1.7% active. AID 588405;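 active = inhibition of at least 50% at 20 µM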
Shn3 3UTR inh = reduces Shn3 3'UTR luciferase signal in osteoblasts | Clone20 osteoblast Shn3 3'UTR firefly luciferase, 24 h | inhibition, % at 12.5 µM | 360,000 tested, 0.52% active;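 active = mean inhibition of at least 75% with every replicate also reaching 75%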;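 note: 0% = median of neutral control wells and 100% = pilot-screen positive control compound; some compounds past the cut are filed as inactive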
MITF TRPM1 inh = MITF TRPM1 promoter inhibition in SK-MEL-5 cells; SK-MEL-5 TRPM1 promoter luciferase, 24 h; inhibition, % at 12.5 µM; 330,000 tested, 0.83% active;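 active = mean inhibition across replicates of 60% or more, whatever share of single replicates reaches that level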; note: values of inactives mirror those of a sister screen read the other way
CF NFkB inh = cystic fibrosis NF-kB activation inhibition. KKLEB NF-kB-GFP reporter, PAF-induced, GFP fluorescence overnight. inhibition, % at 5 µM. 360,000 tested, 0.86% active. AID 588850;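 active = at least 50% inhibition at 5 µM, scaled per plate between neutral and stimulator controls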;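 note: PAF is a Pseudomonas aeruginosa culture filtrate used as stimulus; plate controls were PAF-stimulated DMSO wells for no effect and unstimulated DMSO wells for full effect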
Vif imaging = inhibitors of HIV Vif; HEK293T cells, Vif self-association by quenched fluorescence, imaging, 24 h; inhibition, % at 7.49 µM; 340,000 tested, 0.35% active; in the data active = inhibition above about 50%, passing the limit was not always enough; note: some results filed as inactive read as strong as hits
NR2E3 ag-1 = activates human NR2E3 receptor | Q9Y5X4 | CHO-S Gal4-NCOR/VP16-NR2E3 two-hybrid, luciferase | inhibition of corepressor binding, % at 3.98 µM | 360,000 tested, 0.35% active | AID 602229;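 active = inhibition above the mean of all tested compounds plus 3 SD, cut at about 70% in these data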;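 note: 0% = DMSO with NR2E3 transfected cells and 100% = cells lacking NR2E3 construct; higher means lower luciferase signal from less NR2E3 corepressor binding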
Target sequence (Q9Y5X4 whole entry, looked up, the tested form may be a part): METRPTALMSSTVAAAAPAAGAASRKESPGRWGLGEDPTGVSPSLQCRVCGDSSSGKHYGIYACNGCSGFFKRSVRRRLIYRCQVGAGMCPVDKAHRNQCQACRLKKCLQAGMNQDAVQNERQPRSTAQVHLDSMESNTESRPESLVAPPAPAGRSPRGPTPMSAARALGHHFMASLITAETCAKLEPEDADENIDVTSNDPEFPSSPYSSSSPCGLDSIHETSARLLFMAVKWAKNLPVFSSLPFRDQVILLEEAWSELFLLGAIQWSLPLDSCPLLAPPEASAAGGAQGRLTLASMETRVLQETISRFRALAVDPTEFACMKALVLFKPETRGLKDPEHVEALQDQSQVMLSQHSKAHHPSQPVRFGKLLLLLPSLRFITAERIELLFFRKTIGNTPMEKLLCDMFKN
KKLEB tox = CF airway cell cytotoxicity counter-screen | 360,000 tested, 0.36% active | KKLEB CF airway cells viability, ATPlite luminescence, overnight; active compounds read low; cells stimulated with P. aeruginosa culture filtrate | activity change (cytotoxicity), % at 5 µM;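 active = corrected activity change at or below -50% at 5 µM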
PDI inh = blocks human protein disulfide isomerase activity | 350,000 tested, 0.052% active | P07237 | inhibition, % at 10 µM | PDI insulin aggregation turbidity, A650, 90 min;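 active = mean inhibition across replicates of 30% or more, whatever share of single replicates reach that level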;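 note: absorbance from insulin aggregation driven by PDI reduction with DTT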
Target sequence (P07237 whole entry, looked up): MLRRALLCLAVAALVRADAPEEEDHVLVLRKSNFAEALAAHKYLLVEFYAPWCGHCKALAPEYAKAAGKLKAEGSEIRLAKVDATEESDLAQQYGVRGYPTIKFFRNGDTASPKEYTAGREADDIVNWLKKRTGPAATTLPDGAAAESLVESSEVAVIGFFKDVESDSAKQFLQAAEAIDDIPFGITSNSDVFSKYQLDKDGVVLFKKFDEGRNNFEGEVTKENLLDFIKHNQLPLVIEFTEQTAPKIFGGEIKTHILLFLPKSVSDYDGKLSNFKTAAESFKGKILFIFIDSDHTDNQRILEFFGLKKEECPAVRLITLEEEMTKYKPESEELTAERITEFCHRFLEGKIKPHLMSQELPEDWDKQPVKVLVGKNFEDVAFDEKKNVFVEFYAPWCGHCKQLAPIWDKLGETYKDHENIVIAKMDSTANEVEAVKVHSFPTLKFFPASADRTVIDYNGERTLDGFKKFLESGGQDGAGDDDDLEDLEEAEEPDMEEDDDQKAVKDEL
CaV13 ICDI inh = Primary screen for inhibitors of IQ motif and Ca2+-dependent inactivation inhibitor domain binding in CACNA1D, Förster resonance energy transfer in living cells, …. 340,000 tested, 0.098% active. AID 743397. inhibition, % at 12.3 µM. HEK cells, CFP/YFP FRET ICDI-IQ, plate reader, 10 min; percent FRET-ratio fall versus neutral wells;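 active = mean replicate inhibition of at least 30% and at least 1% of replicates passing that level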;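 note: 0% = median of the neutral control wells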
HIF-2a block = inhibitors of HIF-2a | 786-0 RCC cells HIF-2a reporter, luciferase luminescence, overnight | inhibition, % at 18.8 µM | 360,000 tested, 0.72% active;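 active = inhibition of the luminescence signal of 40% or more relative to plate controls, in a single-dose primary screen at 18.75 µM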
NR2E3 ag-2 = NR2E3 (human) agonism | 320,000 tested, 0.12% active | Q9Y5X4 | AID 2300 | GST-NR2E3/biotin-RetCOR TR-FRET, 1536-well | inhibition of corepressor binding, % at 4.78 µM;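 active = percent inhibition above the cutoff of mean plus 3 SD of all tested compounds, set per screening campaign, cut at about 20% in these data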;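 note: 0% = DMSO wells and 100% = biotin wells as full block of FRET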
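System: GST-tagged NR2E3 plus biotinylated RetCOR corepressor; Buffer or medium: pH 7.5 Tris-based buffer; Probe or stimulus: RetCOR corepressor, biotinylated, 7 nM; Doses: compound at 4.8 µM, single dose; Schedule: 5 h incubation at 4 °C; Technique: time-resolved FRET; Evaluation: percent inhibition of TR-FRET ratio; Replication: one well per compound, singlicate testing.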
* marks the source's active call; other numbers are inactive results; · = no result given. An unsorted share of the library; any-hit rate near 3.3%.

Order of values: NR2E3 ag-1	MITF TRPM1 inh	CaV13 ICDI inh	Shn3 3UTR inh	PDI inh	Peg3 prom inh	HIF-2a block	KKLEB tox	Vif imaging	NR2E3 ag-2	CF NFkB inh
Cn1c(CCN2CCCC2)nc2cc(NS(=O)(=O)c3ccc(F)cc3)ccc21
 : -21	·	-10	2	-7	18	7	-3	30	·	22
COc1ccc(NC(=O)COc2ccccc2Cc2ccccc2)cn1
 : -41	-3	-3	21	5	3	2	10	-26	3	-15
COCC(=O)Nc1cccc2ccccc12
 : -23	4	-4	-25	-3	0	1	17	-4	0	-11
CCCCCNC(=O)c1[nH]c(C(F)(F)F)nc1-c1ccccc1
 : 3	·	-3	7	·	9	20	-24	-2	·	-12
COc1ccccc1-c1nnc(NC(=O)Cc2ccccc2)o1
 : 1	-2	-2	-3	10	1	-5	-9	-20	1	6
Cc1cc(=O)oc2cc(NC(=O)Cc3ccccc3[N+](=O)[O-])ccc12
 : -19	9	-5	0	-1	-10	-33	15	-1	3	-38
COc1ccccc1NC(=O)c1ccc(NC(=O)COC(=O)C(C)C)cc1
 : -30	4	-3	-16	2	-32	4	-2	-6	4	-22
COC(=O)Nc1cc(C(=O)c2ccc(Cl)cc2Cl)c[nH]1
 : -23	10	-5	-3	1	-10	9	0	-12	-2	15
Fc1ccccc1CN1CCN(c2ncccn2)CC1
 : -17	-8	-5	-3	-1	-3	6	9	2	0	8
Cn1c(Oc2ccc(Cl)cc2)c(C=O)c2ccccc21
 : 14	24	·	1	0	37	31	-16	2	0	51*
CC(=O)Oc1ccccc1/C=C1\CCOC1=O
 : -11	-8	-9	-5	0	-1	1	-7	10	2	21
Cc1c(C(=O)Nc2cccnc2Cl)oc2ccccc12
 : -104	-50	-4	-49	-2	-283	-214	-6	11	4	-24
COc1ccc(C(C)=O)cc1COC(=O)CNC(=O)c1cc(C)cc(C)c1
 : -24	8	1	10	-3	9	12	-18	-3	-2	7
O=C(N/N=C/c1cc2c(cc1Cl)OCO2)c1cc(-c2ccccc2)n[nH]1
 : -39	-8	·	19	-6	19	0	2	-2	-2	13
CC(NC(=O)CN1CCN(CC(=O)Nc2ccccc2Cl)CC1)c1ccc(Br)cc1 (configuration not stated)
 : -5	-6	-2	23	1	18	-13	18	-17	0	-25
Cc1c(NC(=O)CN2C(=O)C(=O)N(Cc3ccccc3)C2=O)c(=O)n(-c2ccccc2)n1C
 : -20	-5	5	-11	3	7	13	26	-17	4	-30
CC(=N\O)/C(CN(C)C)=N/O
 : -32	-13	·	2	8	14	8	-4	1	3	9
Cc1c([N+](=O)[O-])c2ccc(O)cc2n1-c1ccccc1
 : -98	-1	-7	·	-3	31	3	-2	-3	2	68*
Cc1ccc(-c2nc3ncccc3o2)cc1NC(=O)c1ccccc1
 : -8	3	-5	-8	-12	-1	13	-1	4	3	5
COc1cc(C(=O)NC(c2ccccc2)c2ccccc2)cc(OC)c1C
 : -25	-3	·	5	-2	0	-10	0	2	11	-16
CC(C)Nc1nc(Oc2ccc(=O)n(-c3ccccc3)n2)nc(N(C)C)n1
 : -6	9	-3	2	7	6	21	10	-6	2	-1
CC(=O)Nc1cccc(-c2ccnc3c2CC(C)(C(=O)Nc2cccc(C(F)(F)F)c2)O3)c1 (configuration not stated)
 : -16	·	-8	23	-8	52*	21	-16	12	·	24
CCc1c(O)nc(N2CCN(Cc3ccccc3)CC2)[nH]c1=O
 : -6	-1	·	9	2	16	14	3	9	-1	-1
Cc1nc(N2CCOCC2)nc(OCCN(C)C)c1[N+](=O)[O-]
 : -12	4	-7	17	-13	6	14	20	-3	3	-15
CN(C)S(=O)(=O)N(CC(=O)N1CCN(c2ccccc2F)CC1)c1ccccc1
 : -23	7	-2	-19	-1	7	10	0	-5	0	-11
O=C(Nc1cc(S(=O)(=O)Nc2ccc(Cl)cc2)ccc1O)c1ccc(F)cc1F
 : 24	-7	-10	15	-1	19	-21	-12	-25	·	6
CC[C@]1(c2ccccc2OC)C(=O)N(C(=O)OC)N1C(=O)OC
 : 15	3	-5	-6	-2	16	19	-5	8	2	44
COc1ccc(-c2csc(NC(=O)C3CC(=O)N(c4ccc5c(c4)OCCO5)C3)n2)cc1 (configuration not stated)
 : -23	34	-18	60	7	10	10	16	-12	0	-28
O=C(CCN1C(=O)c2cccc3cccc(c23)C1=O)Nc1ccccc1
 : -20	6	-4	-1	-5	8	5	11	-6	-1	-14
O=C(Nc1cccc(S(=O)(=O)NCc2ccco2)c1)c1ccc(Cl)cc1
 : 0	4	-7	81	-3	21	9	11	-22	·	-7
O=C(Cn1c(=O)oc2cc(S(=O)(=O)NCc3ccccc3)ccc21)NCc1ccco1
 : -4	1	-5	5	-18	9	8	16	8	2	1
O=C(CC1C(=O)NCCN1C(=S)Nc1ccccc1)Nc1ccc2c(c1)OCCO2 (configuration not stated)
 : -5	8	-9	12	-2	7	5	0	-11	0	-17
Cc1ccc(C)c(-c2nnc(NC(=O)CS(=O)(=O)c3ccccc3)o2)c1
 : -18	0	-13	6	2	22	13	-8	-10	-4	-2
COc1ccc(CCNC(=O)CCNC(=O)c2ccco2)cc1OC
 : 19	-3	-5	7	10	14	4	15	4	4	-20
O=C(NCc1ccco1)/C(=C/c1cccnc1)NC(=O)c1ccco1
 : -22	1	-8	-11	1	13	17	-13	-1	1	10
O=C(NCC1CCCO1)C1CCN(C2CCN(C(=O)Cc3ccsc3)CC2)CC1 (configuration not stated)
 : -25	3	-2	1	-8	-9	7	15	-3	-4	2
CCOc1ccc(/C=N/N2C(=O)C(CC(=O)Nc3ccc(F)cc3F)SC2=NC)cc1OC (configuration not stated)
 : -11	41	-3	62	1	14	49*	3	3	3	10
CCN(CC)c1nc(C=Cc2ccc(N(C)C)cc2)c2nccnc2n1
 : -10	·	-24	57	-5	-4	-14	19	·	·	-423
COc1cc2cc(C(=O)N3CCc4ccccc4C3)[nH]c2cc1OC
 : -15	-3	-4	8	10	-3	-10	-1	-4	0	-20
CC(C)C(O)(CC#CCN1CCCC1)c1ccccc1 (configuration not stated)
 : -13	7	-5	6	1	-11	6	4	1	0	9
CN(C)C(CNC(=O)CSC(=S)N1CCCC1)c1ccccc1 (configuration not stated)
 : 6	-11	-5	0	7	-6	-11	-8	34	·	12
CC(OC(=O)CNS(=O)(=O)c1ccc2ccccc2c1)C(=O)N(C)c1ccccc1 (configuration not stated)
 : -20	0	-2	0	6	17	10	-14	2	-1	11
CC[C@]12c3[nH]c4ccccc4c3CCN1C(=O)C(CC(=O)NCc1ccco1)C[C@@H]2C(=O)N1CCN(C(=O)C2CC2)CC1 (some centres not stated)
 : -12	-5	-5	5	-7	-5	8	-2	·	·	-3
CC1=CC(C)(C)n2c(O)c(N=N)c3c(C)c(C)cc1c32
 : -9	-5	-5	8	9	17	32	-9	-5	4	16
C=CCc1cccc(CNc2c(C)n(C)n(-c3ccccc3)c2=O)c1O
 : -17	20	-6	24	14	5	12	10	-10	-3	4
Cc1ccc(C(=O)NNC(=O)c2ccc3ccccc3c2)cc1
 : -29	-55	-6	-21	1	-166	-202	20	9	·	-5
Cc1ccc(CS(=O)Cc2ccc(C(=O)N3CCN(c4ccccn4)CC3)o2)cc1 (configuration not stated)
 : 1	-2	-4	-1	12	10	7	-8	-4	2	2
Oc1cccc2ccc(N3CCOCC3)nc12
 : -38	-19	-5	-22	11	-78	3	6	0	-3	6
CCCCc1ccc(NC(=S)NCc2cccs2)cc1
 : -9	-5	-5	5	1	-42	-65	1	-1	3	-20
CC(C)N(Cc1nccn1C)C(=O)c1cc(COc2ccc(F)cc2Cl)on1
 : 11	-1	·	-1	7	8	-4	-6	9	0	22
CCC(C)Nc1nc(-c2c[nH]c3ccccc23)cs1 (configuration not stated)
 : 10	7	-8	-14	2	-11	-13	-5	0	4	-12
CC(=O)Nc1ccc(NC(=O)C(C)OC(=O)CNS(=O)(=O)c2ccc(Br)cc2Cl)cc1 (configuration not stated)
 : 9	-6	·	9	5	16	27	17	4	1	-13
CCOc1ccc(C(=O)/C=C/c2cc(OC)c(OC)c(OC)c2)cc1
 : -22	6	·	-1	4	62*	66*	-25	-2	-1	5
Cc1ccccc1Nc1nnc(SCc2cc(=O)n3ccsc3n2)s1
 : -5	3	-5	16	-5	2	-36	-4	·	2	4
CCNS(=O)(=O)c1ccc(C(=O)OCc2cc(=O)oc3cc(OC)ccc23)cc1
 : -18	-1	-2	-12	-41	9	10	-4	6	0	0
COc1ccc(C(=O)CSc2n[nH]c(N)n2)cc1
 : -5	-4	-5	-7	-43	-10	-21	1	·	-1	-11
C#CCOCCOCCOCCNc1nc(N2CCN(C(=O)[C@H](CCCCN)n3cc(CN)nn3)CC2)nc(N2CCN(C(=O)[C@H](CCCCN)n3cc([C@@H](N)CC(N)=O)nn3)CC2)n1
 : -15	-16	-10	7	0	1	9	12	0	·	21
COc1ccc(S(=O)(=O)N2CCC(C(=O)NCc3ccccc3)CC2)cc1OC
 : -14	-3	-3	3	-4	8	11	-15	16	2	14
Cc1ccc(N(CC(=O)Nc2ccc(C)cc2C)S(=O)(=O)N2CCCC2)cc1
 : -8	6	-5	-3	-2	18	9	0	-2	1	-13
COc1cccc(C(=O)COC(=O)c2cccs2)c1
 : -41	-37	-6	-63	-8	-272	-135	-8	-1	-2	-6

(further entries)
Order of values: NR2E3 ag-1	MITF TRPM1 inh	CaV13 ICDI inh	Shn3 3UTR inh	PDI inh	Peg3 prom inh	HIF-2a block	KKLEB tox	Vif imaging	NR2E3 ag-2	CF NFkB inh
Cc1ccc(CNC(=O)CCNC(=O)c2ccco2)cc1
 : -14	4	·	-13	-10	-30	-29	-8	0	-2	2
Cc1csc2nc(CSc3nncn3-c3ccccc3)c(Br)n12
 : -3	-6	·	-6	7	9	8	0	-10	1	-4
O=C(O)CCCCNS(=O)(=O)c1ccc(Cl)c(C(F)(F)F)c1
 : -2	6	-4	8	-4	-3	-4	4	1	-3	14
Cc1noc(C)c1NC(=O)N(C)C[C@H]1Oc2c(NC(=O)c3ccncc3)cccc2C(=O)N([C@H](C)CO)C[C@@H]1C
 : 14	0	-5	5	-6	-12	0	16	-9	·	-4
COC(=O)CCC(=O)NNC(=O)Cc1ccccc1
 : 6	-9	-6	9	-2	4	17	11	0	-1	-8
COc1ccc(/C=C/CN2CCCC(CO)(Cc3cccc(Cl)c3)C2)cc1 (configuration not stated)
 : 5	1	-4	15	7	14	9	-8	-12	-2	22
Cc1ccc(NC(=O)Cn2nc(C(=O)Nc3ccc(C)cc3)ccc2=O)cc1
 : -2	11	-8	-11	-3	-6	-10	10	-2	-2	-1
